TLR9-MyD88 block = blocks human TLR9 binding to MyD88; CHO BLA complementation TLR9-MyD88, CCF4 FRET ratio; inhibition, % at 4.98 µM; actives 0.21% (n = 340,000);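 active = inhibition above the mean over all tested compounds plus 3 SD, cut at about 21% in these data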;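 note: 0% = DMSO only wells and 100% = clavulanate BLA inhibitor control wells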
NCOA2 inhibitor = human SRC2 (NCOA2) inhibition; Q15596; HEK293 GAL4-SRC2 luciferase reporter, luminescence; inhibition, % at 9 µM; actives 0.17% (n = 370,000);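 active = inhibition above the mean inhibition of all tested compounds plus 3 SD, set per campaign, cut at about 52% in these data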;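 note: 0% = DMSO treated cells and 100% = cells given Gossypol at 36 µM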
NOD2-RIPK2 inh = inhibitors of human NOD2-RIPK2 interaction. AID 624267. inhibition, % at 4.98 µM. actives 0.38% (n = 360,000). CHO BLA complementation NOD2-RIPK2, CCF4 ratio; in the data active = inhibition above about 21%;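 note: 0% = vehicle only and 100% = reference blocker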
LMP1 NFkB inh = inhibitors of Epstein-Barr LMP1-induced NF-kappaB reporter; LMP1-induced NF-kappaB luciferase reporter cells, luminescence; inhibition, % at 12.5 µM; actives 0.69% (n = 350,000); AID 504558; in the data active = inhibition above about 41%;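 note: 0% = neutral control wells and 100% = reference inhibitor control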
NCOA1 inh = human NCOA1 inhibition; Q15788; inhibition, % at 3.6 µM; HEK293 GAL4-SRC1 luciferase reporter, luminescence; actives 0.12% (n = 360,000);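 active = inhibition above the campaign mean plus 3 SD, with each screening campaign given its own cutoff, cut at about 60% in these data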;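 note: 0% = DMSO treated cells and 100% = gossypol at 36 µM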
SRC3 inh = inhibitors of human steroid receptor coactivator 3 (SRC3). Q9Y6Q9. HEK293 GAL4-SRC3 luciferase reporter, luminescence. inhibition, % at 3.6 µM. actives 0.17% (n = 360,000). AID 588352;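 active = inhibition above a per-campaign cutoff, the mean of all compounds plus 3 SD, cut at about 60% in these data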;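 note: 0% = DMSO-treated cells and 100% = gossypol-treated cells at 36 µM; higher means less SRC3-driven luciferase light from the GAL4 reporter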
C8 TRAIL sens = sensitizes caspase-8 expressing cells to TRAIL | actives 1% (n = 360,000) | inhibition (viability loss, TRAIL sensitization), % at 10 µM | NB7+C8 cells + TRAIL, ATPlite viability luminescence;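 active = compounds causing at least 50% loss of cell viability in the single-dose screen, relative to plate controls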
Vif imaging = blocks HIV Vif function | HEK293T cells, Vif self-association by quenched fluorescence, imaging, 24 h | actives 0.35% (n = 340,000) | AID 602346 | inhibition, % at 7.49 µM; in the data active = inhibition above about 50%, passing the limit was not always enough; note: some results filed as inactive read as strong as hits
TROY signal inh = TROY signaling inhibition | inhibition, % at 10 µM | AID 1347056 | actives 0.98% (n = 360,000) | Q293 LMP1-TROYcd NF-kB luciferase reporter, 4 h;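 active = compounds whose plate-normalised and pattern-corrected inhibition of the luciferase reporter signal at the single screening dose is 50% or more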
LRH-1 inv ag = suppresses constitutive activity of human LRH-1; HEK293T StAR-luciferase reporter, LRH-1 transfected, 24 h; inhibition, % at 3.6 µM; actives 0.13% (n = 360,000); AID 602396;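 active = inhibition above the mean inhibition of all tested compounds plus 3 SD, cut at about 73% in these data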;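 note: 0% = DMSO wells and 100% = reporter-only cells lacking LRH-1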
Target sequence (O00482 whole entry, looked up): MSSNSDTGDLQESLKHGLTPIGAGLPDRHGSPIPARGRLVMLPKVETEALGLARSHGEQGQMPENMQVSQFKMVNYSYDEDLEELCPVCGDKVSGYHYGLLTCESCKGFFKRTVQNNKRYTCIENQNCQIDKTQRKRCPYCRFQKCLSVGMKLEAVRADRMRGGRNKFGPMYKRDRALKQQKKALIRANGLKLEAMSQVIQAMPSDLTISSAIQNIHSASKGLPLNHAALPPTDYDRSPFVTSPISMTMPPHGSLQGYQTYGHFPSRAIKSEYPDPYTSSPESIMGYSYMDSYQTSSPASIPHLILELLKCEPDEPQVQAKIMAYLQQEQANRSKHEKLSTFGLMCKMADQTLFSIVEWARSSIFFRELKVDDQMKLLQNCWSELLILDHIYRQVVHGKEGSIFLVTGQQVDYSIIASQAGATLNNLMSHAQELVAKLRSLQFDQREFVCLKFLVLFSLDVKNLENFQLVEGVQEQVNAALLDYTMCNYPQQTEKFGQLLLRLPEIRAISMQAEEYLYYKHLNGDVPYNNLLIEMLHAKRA
NR2F2 inh = inhibitors of human COUP-TFII (NR2F2). actives 0.7% (n = 370,000). inhibition, % at 8.6 µM. AID 686940. HEK293T NGFI-A luciferase reporter, luminescence;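 active = inhibition above a per-plate cutoff, mean inhibition of test wells between control levels plus 3 SD, cut at about 38% in these data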;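 note: cells cotransfected with COUP-TFII expression vector driving the NGFI-A reporter; 0% = median of COUP-TF2 test wells and 100% = reporter-only cells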
Target sequence (P24468 whole entry, looked up): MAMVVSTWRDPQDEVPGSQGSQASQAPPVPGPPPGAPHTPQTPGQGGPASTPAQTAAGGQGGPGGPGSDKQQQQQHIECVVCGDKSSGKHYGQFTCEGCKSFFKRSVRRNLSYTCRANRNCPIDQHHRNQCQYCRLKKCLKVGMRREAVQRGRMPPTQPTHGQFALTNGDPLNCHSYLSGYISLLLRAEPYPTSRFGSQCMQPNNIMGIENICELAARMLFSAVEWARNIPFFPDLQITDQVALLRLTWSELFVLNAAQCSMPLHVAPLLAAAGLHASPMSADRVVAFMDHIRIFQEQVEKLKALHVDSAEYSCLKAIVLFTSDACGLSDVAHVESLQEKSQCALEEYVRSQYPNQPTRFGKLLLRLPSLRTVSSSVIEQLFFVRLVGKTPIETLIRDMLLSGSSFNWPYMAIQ
An asterisk follows results filed as active; . = no result given. Not all compounds are listed. The share of hits here may be higher or lower than overall.

Field names: A = TLR9-MyD88 block; B = NCOA2 inhibitor; C = NOD2-RIPK2 inh; D = LMP1 NFkB inh; E = NCOA1 inh; F = SRC3 inh; G = C8 TRAIL sens; H = Vif imaging; I = TROY signal inh; J = LRH-1 inv ag; K = NR2F2 inh
1. O=C(Nc1nnc(-c2ccc(F)cc2)o1)c1ccc(S(=O)(=O)N2CCOCC2)cc1
  A: -7; B: .; C: -9; D: 10; E: -5; F: 16; G: 13; H: -1; I: -9; J: -7; K: .
2. Cc1cc(C(=O)Nc2cccc3c2O[C@@H](CN(C)S(C)(=O)=O)[C@H](C)CN([C@@H](C)CO)C3=O)n(C)n1
  A: 8; B: -22; C: -3; D: 0; E: 5; F: 6; G: -5; H: 0; I: 7; J: 19; K: -8
3. NS(=O)(=O)c1ccc(NC(=S)NCc2ccccc2Cl)cc1
  A: -4; B: -14; C: -6; D: 1; E: -3; F: 19; G: -10; H: 8; I: -1; J: 3; K: 4
4. O=C1NCCc2onc(-c3ccc(Br)cc3)c21
  A: .; B: -28; C: 3; D: .; E: -34; F: 1; G: 5; H: -3; I: -6; J: -25; K: -4
5. COc1ccc(OCCCC(=O)Nc2nnc(C3CCCO3)s2)cc1 (centres undefined)
  A: 8; B: -4; C: -6; D: -12; E: -28; F: -6; G: 1; H: 5; I: -18; J: -23; K: 2
6. CCc1ccc2[nH]c3nc(N/N=C/c4cccc(O)c4)nnc3c2c1
  A: 1; B: -10; C: 9; D: -17; E: 34; F: 55; G: -11; H: 8; I: -13; J: 41; K: -2
7. CC(C)CNC(=S)N1CCC(C(=O)c2ccc(F)cc2)CC1
  A: -3; B: 0; C: 0; D: 2; E: 2; F: 4; G: 0; H: -4; I: 7; J: -1; K: 19
8. COc1ccc(NS(=O)(=O)c2cc3c4c(c2)C(C)C(=O)N4CCC3)cc1 (centres undefined)
  A: 10; B: 2; C: -8; D: -6; E: 3; F: 17; G: -3; H: -1; I: -56; J: 2; K: -1
9. CCOC(=O)N1CCN(C(=O)CCSc2ccc(Cl)cc2)CC1
  A: -12; B: -80; C: -4; D: -12; E: -15; F: -5; G: 2; H: 1; I: -37; J: -12; K: -4
10. CN(C)Cc1c(O)ccc2c(=O)c(-c3ccc(Cl)cc3)coc12
  A: 6; B: -29; C: 9; D: -11; E: 4; F: -3; G: -4; H: -2; I: -35; J: 4; K: -34
11. CCOC(=O)/C(C(=O)Nc1ccccc1Cl)=C1/NC(C)(C)Cc2ccccc21
  A: -6; B: -23; C: -16; D: 8; E: -2; F: 13; G: -14; H: 3; I: 7; J: 15; K: 3
12. CN(C)CC(C)(C)CNS(=O)(=O)CC12CCC(CC1=O)C2(C)C (centres undefined)
  A: 0; B: -13; C: -5; D: -16; E: 2; F: -3; G: -4; H: -4; I: -7; J: 3; K: -9
13. Cc1ccc(C(=O)N2CCC(C)CC2)cc1S(=O)(=O)N1CCCCC1
  A: -5; B: 4; C: 3; D: -10; E: 11; F: -24; G: 8; H: -6; I: -6; J: 13; K: 13
14. CCC(Sc1nc2n[nH]c(C)c2c(=N)n1-c1cc(Cl)ccc1C)C(=O)N1CCOCC1 (centres undefined)
  A: 4; B: -10; C: 5; D: 12; E: -59; F: 9; G: -8; H: -5; I: 13; J: -23; K: 2
15. COc1ccccc1-n1c(=O)[nH]c2c(C(N)=O)nc(C3CCCCC3)nc21
  A: -4; B: -4; C: -9; D: -3; E: 2; F: -12; G: -14; H: -1; I: 10; J: 17; K: -7
16. CCc1c(C)sc(NC(=O)c2ccco2)c1C#N
  A: 10; B: -24; C: 3; D: 6; E: -60; F: -90; G: 8; H: 3; I: -41; J: -28; K: -18
17. COc1ccc(NC(=S)NC2CC3CCC2C3)c(OC)c1 (centres undefined)
  A: -4; B: 21; C: -9; D: -8; E: -38; F: -7; G: -10; H: 0; I: 1; J: -20; K: -3
18. Cc1cccc(NC(=O)CS(=O)(=O)c2cn(CC(=O)N3CCOCC3)c3ccccc23)c1
  A: 0; B: -20; C: 0; D: -4; E: -45; F: 17; G: -2; H: 6; I: 21; J: 6; K: -6
19. COc1ccc(NC(=O)c2sc3nc(C)nc(N4CCN(c5ccccn5)CC4)c3c2C)c(OC)c1
  A: 3; B: -13; C: -1; D: -8; E: -4; F: 4; G: 38; H: -6; I: 6; J: -2; K: 2
20. Cc1ccccc1OCC(=O)N/N=C1\SCC(=O)N1Cc1ccccc1
  A: -18; B: -7; C: 7; D: 8; E: 2; F: 11; G: -4; H: -1; I: -19; J: 0; K: 4
21. O=C(CSc1nnc(-c2n[nH]c3ccccc23)n1-c1ccccc1)Nc1ccccc1Cl
  A: 8; B: -9; C: 0; D: -9; E: -47; F: 21; G: 4; H: 2; I: 26; J: 14; K: 7
22. Cc1c(Cl)cccc1NC(=S)Nn1cnnc1
  A: 9; B: 18; C: -17; D: -4; E: -2; F: 12; G: -3; H: -4; I: 1; J: 19; K: 14
23. NC(=S)NN=Cc1cc(-c2cccc(N)c2)ccn1
  A: 0; B: 44; C: -16; D: 21; E: 25; F: 49; G: 11; H: -12; I: 25; J: 62; K: -6
24. COc1ccccc1NC(=O)N1CCCC1C(=O)Nc1ccc(NC(C)=O)cc1 (centres undefined)
  A: -10; B: -27; C: -4; D: 17; E: -11; F: -9; G: -11; H: 10; I: -16; J: -5; K: -6
25. COc1cc(/C=C(\C#N)C(=O)N2CCCCC2)ccc1O
  A: -7; B: 14; C: 0; D: 6; E: -1; F: -12; G: -3; H: -4; I: -11; J: 3; K: -15

In the list so far, two have fluorine:
Field names: A = TLR9-MyD88 block; B = NCOA2 inhibitor; C = NOD2-RIPK2 inh; D = LMP1 NFkB inh; E = NCOA1 inh; F = SRC3 inh; G = C8 TRAIL sens; H = Vif imaging; I = TROY signal inh; J = LRH-1 inv ag; K = NR2F2 inh
1. O=C(Nc1nnc(-c2ccc(F)cc2)o1)c1ccc(S(=O)(=O)N2CCOCC2)cc1
  A: -7; B: .; C: -9; D: 10; E: -5; F: 16; G: 13; H: -1; I: -9; J: -7; K: .
7. CC(C)CNC(=S)N1CCC(C(=O)c2ccc(F)cc2)CC1
  A: -3; B: 0; C: 0; D: 2; E: 2; F: 4; G: 0; H: -4; I: 7; J: -1; K: 19

(next part)
Field names: A = TLR9-MyD88 block; B = NCOA2 inhibitor; C = NOD2-RIPK2 inh; D = LMP1 NFkB inh; E = NCOA1 inh; F = SRC3 inh; G = C8 TRAIL sens; H = Vif imaging; I = TROY signal inh; J = LRH-1 inv ag; K = NR2F2 inh
26. O=C(Nc1ccc(Cl)cc1)NC1CCCC1Cc1ccco1 (centres undefined)
  A: 2; B: .; C: -3; D: -9; E: -34; F: -8; G: -5; H: .; I: -36; J: -31; K: .
27. CS(=O)(=O)N(CC(=O)Nc1ccc2c(c1)OCO2)c1ccc2c(c1)OCO2
  A: 4; B: 11; C: -1; D: -4; E: -11; F: 15; G: 4; H: -8; I: 1; J: 9; K: -28
28. NC(=O)c1nsc(C(=O)N(CC(=O)NCc2ccc3c(c2)OCO3)C2CCCCC2)c1N
  A: -4; B: -11; C: 2; D: 0; E: -15; F: -18; G: 3; H: .; I: -15; J: -13; K: 15
29. Cc1ccc(-c2nn(-c3ccc(F)cc3)cc2C(=O)N2CCN(C3CCS(=O)(=O)C3)CC2)cc1 (centres undefined)
  A: 0; B: -19; C: 0; D: -6; E: 9; F: -6; G: 2; H: 24; I: -2; J: 22; K: -10
30. Cc1ccc(C)c(N2CCN(S(=O)(=O)c3ccc4c(c3)NC(=O)CS4)CC2)c1
  A: -8; B: 6; C: -3; D: 4; E: 7; F: 19; G: -10; H: -41; I: 49; J: 0; K: 9
31. O=C(O)c1ccc(N2C(=O)CSC2=S)cc1
  A: 11; B: 6; C: 4; D: -10; E: 10; F: 20; G: -7; H: -4; I: 37; J: 13; K: 5
32. O=C(NNC(=O)C1[C@H]2CCCC[C@@H]12)NC1CCCCC1 (some centres undefined)
  A: -3; B: -25; C: -1; D: -12; E: -12; F: -8; G: -1; H: 10; I: -21; J: 0; K: -6
33. Cc1c(Br)c([N+](=O)[O-])nn1CC(=O)c1ccccc1
  A: -8; B: 3; C: -3; D: 3; E: -3; F: 15; G: 9; H: -2; I: 7; J: 0; K: 0
34. CCc1ccc2c(c1)C(=O)C(=O)N2CCS(=O)(=O)c1ccccc1
  A: 2; B: -10; C: 11; D: -5; E: 5; F: 4; G: 46; H: -3; I: -27; J: -10; K: 2
35. N#CC1=C(N)Oc2c(oc(CO)cc2=O)C1c1cccs1 (centres undefined)
  A: -16; B: 16; C: -11; D: -6; E: -2; F: 18; G: -17; H: -2; I: 8; J: 0; K: 21
36. O=C(c1ccc2c(c1)OCO2)N1CCC2(CC1)Oc1ccc(F)cc1C(=O)C21CC(c2ccc(Cl)cc2)=NO1 (centres undefined)
  A: -5; B: -10; C: -1; D: 1; E: 1; F: 5; G: 0; H: .; I: -9; J: 2; K: 4
37. COC(=O)c1cc(-c2c(C)oc3cc(O)ccc3c2=O)c(C)o1
  A: 2; B: -14; C: 1; D: -10; E: -25; F: 13; G: 12; H: -9; I: -15; J: -45; K: 5
38. Cc1ccc(C(=O)N/C(=C/c2cccnc2)C(=O)O)cc1
  A: -5; B: 19; C: -10; D: -3; E: -13; F: 17; G: 11; H: -13; I: 8; J: 3; K: 7
39. CC(=O)c1ccc(OCc2cc(C(=O)N3CC4C[C@@H]5CC3C[C@H](C4)C5)no2)cc1
  A: -12; B: -9; C: 3; D: -32; E: -81; F: -57; G: 8; H: .; I: -32; J: -78; K: -19
40. Cc1cc2oc(=O)cc(-c3ccccc3)c2c(C)c1-c1ccc(C(F)(F)F)cc1
  A: 4; B: -1; C: 8; D: 10; E: 10; F: -5; G: -1; H: -2; I: 1; J: 18; K: 5
41. COc1cccc2c1C1(O)C2CCCCCCCCCC12OCCCO2 (centres undefined)
  A: 0; B: -12; C: -11; D: -7; E: -7; F: -116; G: 7; H: -5; I: 16; J: -13; K: -12
42. COc1cc(NC(=O)CN(C)S(=O)(=O)c2ccc3c(c2)CC(C)N3C(C)=O)cc(OC)c1 (centres undefined)
  A: 1; B: -4; C: 9; D: -3; E: -32; F: 7; G: -8; H: 1; I: -17; J: -9; K: -7
43. Cn1ncc([N+](=O)[O-])c1C(=O)NC1CCCCC1
  A: 5; B: -8; C: -3; D: .; E: 5; F: 14; G: -1; H: 1; I: -13; J: -10; K: 0
44. CCS(=O)(=O)N1Cc2ccccc2CC1C(=O)N(C)CC(=O)Nc1ccc(OC)cc1 (centres undefined)
  A: 2; B: -55; C: 7; D: -6; E: -9; F: 13; G: -17; H: 21; I: -12; J: -34; K: -1

A few values from the entries so far.
Cc1ccc(C)c(N2CCN(S(=O)(=O)c3ccc4c(c3)NC(=O)CS4)CC2)c1 in NCOA2 inhibitor is listed with 6
Cc1cc2oc(=O)cc(-c3ccccc3)c2c(C)c1-c1ccc(C(F)(F)F)cc1 in LMP1 NFkB inh is listed with 10
